# Lipid storage S3 = qHTS Assay for Lipid Storage Modulators in Drosophila S3 Cells; Drosophila S3 cells, BODIPY lipid droplet fluorescence, 18-24 h; cells fed with added oleic acid; 0.64% of 320,000 active; lipid storage change, negative = inhibition, % at the top dose, mostly 46.1 µM; hits show Potency in µM; active = well fitted inhibition curve with a large enough effect in the signal ratio, with a control signal flat, not every such curve was filed as active; inconclusive = small, poorly fitted or top-dose-only effect, or effect the other way, or a change in a side signal; the % refers to the signal ratio
#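 Drosophila S3 cells got compounds at several concentrations plus oleic acid (400 uM solution). Laser-scanning cytometry with 488 nm excitation read lipid droplets at 500-530 nm and cells at 575-640 nm. Percent activity was relative to 20 uM Triacsin C.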
# Lipid storage S3 cell count max = also measured in Lipid storage S3; calls as there; cell number change, %; measured here: cell count max response;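 cells counted by Cell Tracker Red CMTPX staining in the red channel; peak over a dose series mostly up to 46.1 µM; percent activity relative to internal control wells on each plate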
# Active calls of the source: *; i = inactive; ? = inconclusive; . = no result given. % is set by controls: 0 for no effect and ±100 for the full control effect; potency is the fitted concentration of half-maximal effect. The list is partial; the hit share may differ from the screen's.
SMILES,Lipid storage S3,Lipid storage S3 cell count max
CCOP(=O)(OCC)C(NC(=O)Nc1cccc(Cl)c1)c1ccccc1 (stereo not given),22%,14
COc1cc(C)c(NC(=O)COc2cccc3c2OC(C)(C)C3)cc1OC,?,.
NC(=NC(=O)c1ccccc1)N1CCOCC1,0%,20
COc1ccc(NC(=O)c2[nH]c(C)c(C(C)=O)c2C)cc1,?,.
COc1ccc(-c2cc(C(=O)NNC(=O)c3csc(N4CCOCC4)n3)c3ccccc3n2)cc1,i,.
O=C(Nc1ccccc1)OCCCc1ccccc1,13%,.
CNC(=O)c1sccc1SCc1c(Cl)cccc1Cl,?,.
CCc1ccc2c(c1)C1(SC(NC(C)=O)=NN1C(C)=O)C(=O)N2CC (stereo not given),3%,-1
CC1CCc2c(C(=O)NCC3CCCO3)csc2C1 (stereo not given),13%,1
CCN1C(=O)[C@@H]2[C@@H](c3ccc(-c4ccc(OC)cc4)c(OC)c3)N3CCC[C@@]3(C(=O)OC)[C@@H]2C1=O,?,.
COCCCN(C(=O)C1CCC1)c1c(N)n(Cc2ccccc2)c(=O)[nH]c1=O,?,.
NC(=O)c1ccc(SCC(=O)OCC(=O)NCC2CCCCC2)c([N+](=O)[O-])c1,?,.
CC1=C(C)C(=O)C(N2CCOCC2)=CC1=O,?,.
CCCCN(C)C1CCN(C(=S)Nc2cccc(SC)c2)CC1,6%,-9
CCOC(=O)N1CCC(NC(=O)c2ccc3c(c2)N(Cc2ccc(C)cc2)CCS3)CC1,?,.

# 5 neighbouring compounds from above, quoted:
SMILES,Lipid storage S3,Lipid storage S3 cell count max
CCOP(=O)(OCC)C(NC(=O)Nc1cccc(Cl)c1)c1ccccc1 (stereo not given),22%,14
COc1cc(C)c(NC(=O)COc2cccc3c2OC(C)(C)C3)cc1OC,?,.
NC(=NC(=O)c1ccccc1)N1CCOCC1,0%,20
COc1ccc(NC(=O)c2[nH]c(C)c(C(C)=O)c2C)cc1,?,.
COc1ccc(-c2cc(C(=O)NNC(=O)c3csc(N4CCOCC4)n3)c3ccccc3n2)cc1,i,.

# Going on with the list:
SMILES,Lipid storage S3,Lipid storage S3 cell count max
CCOC(=O)CNC(=O)C1CCCN(c2ncccn2)C1 (stereo not given),2%,9
CC(Sc1ccc([N+](=O)[O-])cn1)C(=O)Nc1nccs1 (stereo not given),?,.
N#Cc1nc(-c2ccc(Cl)cc2)oc1N1CCCCC1,i,-5
Cc1cc([N+](=O)[O-])nn1CC(=O)Nc1ccccn1,3%,28
CN(C)CCNC(=O)C(=O)NCC1OCCN1S(=O)(=O)c1cc(F)ccc1F (stereo not given),?,.
COc1ccc2ccccc2c1CNC(=O)CC1C(=O)NCCN1CC(C)C (stereo not given),20%,0
O=C(Nc1ccccc1C(F)(F)F)c1ccc(F)c(S(=O)(=O)N2CCOCC2)c1,13%,-2
Cc1cc(C)c(S(=O)(=O)Nn2cnnc2)c(C)c1,?,.
COc1cccc(N2CC(NC(=O)C(=O)c3c[nH]c4ccccc34)CC2=O)c1 (stereo not given),?,.
Cc1ccc(-c2nc(N)sc2C)cc1,?,.
CCc1cccc2c1NC1(CCCC1)CC2C (stereo not given),-21%,-10
COc1cccc(C(=O)NC(=S)N2c3ccccc3CC2C)c1OC (stereo not given),?,.
O=C(COC(=O)c1cccc(S(=O)(=O)NCc2ccccc2)c1)NCC1CCCO1 (stereo not given),?,.
Clc1ccccc1-c1ncc(-c2ccccc2)o1,?,.
COc1ccc(-c2coc3cc(OC(=O)N4CCOCC4)ccc3c2=O)cc1,-4%,-23
COc1ccc(N2C(=O)CSC2c2ccc(F)cc2)cc1 (stereo not given),27%,18
COc1cc(CC(=O)NCCCc2ccccc2)cc(OC)c1OC,?,.
COc1ccc(OCCCSc2ncccn2)cc1,i,26
Cc1cnc(CNC(=O)c2ccc3oc(C(C)C)nc3c2)[nH]1,?,.
C=CCN1C2CCCC1CC(NC(=S)Nc1ccc(Cl)cc1)C2 (stereo not given),-11%,-7
C/C=C/c1ccc(OCCCCNCc2ccco2)c(OC)c1,5%,-9
Cc1[nH]c2c(C(=O)N3CCCC(CCC(=O)NCc4ccccc4F)C3)cccc2c1C (stereo not given),?,.
Nc1nonc1/C(=N/O)N1CCCC1,?,.
C=CCNC(=O)NC(=O)COC(=O)c1nc2nccc(C)n2n1,?,.
Cc1nnc2ccc(-c3ccc(NS(=O)(=O)c4ccc(F)cc4F)cc3)nn12,?,.
COc1ccc(NC(=O)C(=O)NCCN2CCN(C(=O)c3ccco3)CC2)cc1,23%,24
CN(Cc1nccs1)C(=O)CC1C(=O)NCCN1Cc1ccc(-c2ccccc2)cc1 (stereo not given),26%,19
O=C(CSc1ccc(C(F)(F)F)cc1[N+](=O)[O-])N1CCOCC1,-21%,-7
CN1/C(=C\C(=O)COC(=O)c2nccnc2N)C(C)(C)c2ccccc21,i,.
Cc1ccc(OCc2cc(C(=O)N3CCN(C)C[C@@H]3c3ccccc3)no2)cc1C,6%,7
COc1ccc(C(=O)CSc2nnc(CN3CCCC3)n2-c2ccc(F)cc2)c(OC)c1,-4%,-7
CCC(C(=O)NCc1ccco1)N(C(=O)CNS(=O)(=O)c1ccc(F)cc1)c1ccccc1F (stereo not given),-15%,-2
CCn1cc(C(=O)OC)c(=O)c2cc(S(=O)(=O)N(C)C3CCCCC3)ccc21,-8%,-1
CCOC(=O)c1cnc(SC)nc1Oc1cccc(NC(=O)c2cccc(Cl)c2Cl)c1,2%,-14
CN(C)S(=O)(=O)c1cc(NC(=O)[C@H](Cc2ccccc2)N2C(=O)c3ccccc3C2=O)ccc1Cl,11%,-4
Cc1nc(C(C)NC(=O)c2cc(COc3ccc(C)c(C)c3)on2)c(C)s1 (stereo not given),?,.
COc1ccc(C(C)=O)c2c(O)cccc12,19%,-16
Cc1cccc(C(=O)NCC(c2ccco2)N2CCc3ccccc32)c1 (stereo not given),i,.
CCC(C)(c1ccc(C=O)s1)c1ccc(C=O)s1,?,.
COC(C[C@H]1O[C@H]1[C@H](O)[C@@H](C)OCc1ccccc1)OC,0%,27
Oc1ccc(-c2[nH]ncc2-c2nc3ccccc3s2)c(O)c1,?,.
COC(=O)c1scc(S(=O)(=O)C(C)(C)C)c1N,-7%,.
Cc1ccc(N(C)S(=O)(=O)c2cccc(C(=O)NCC(c3ccco3)N3CCCC3)c2)cc1 (stereo not given),7.3µM*,-26*
O=C(C1=NN(c2ccccc2)C2C(=O)N(c3ccc(Cl)cc3)C(=O)C12)c1ccccc1 (stereo not given),-19%,-15
O=C1CC(=O)Nc2cc(S(=O)(=O)Nc3cccc(C(F)(F)F)c3)ccc2N1,i,8
CCCCn1c(SCC(=O)Nc2cc(C)on2)nnc1-c1ccco1,i,.
O=C(c1cccc(F)c1)N1CCN=C1SCc1cccnc1,7%,1
CCOC(=O)c1ccccc1NS(=O)(=O)c1ccc(C)cc1,?,.
CC(C)Cn1c(SC(C)C(=O)NCC2CCCO2)nc2ccc(Cl)cc2c1=O (stereo not given),?,.
Cc1cc(N(CC(=O)O)S(C)(=O)=O)ccc1Br,?,.
COc1ccc(Cl)cc1NC(=O)c1cc(S(=O)(=O)N2CCCC2)cn1C,?,.
OCc1c[nH]c2ccccc12,?,.
COc1ccc(Cl)cc1NC(=S)NNC(=O)CC(C)C,-4%,.
COCC(C)NC(=O)c1cccc(Cl)c1 (stereo not given),?,.
O=C(N/C=C/c1ccco1)OCc1ccccc1,?,.
CCCCC(=O)N(Cc1ccc2c(c1)OCO2)Cc1nc2ccccc2c(=O)[nH]1,20%,7
COC(=O)[C@H](Cc1ccccc1)NC(=O)Nc1ccc(C)cc1,?,.
Cc1c(O)nc2ccccn2c1=O,-1%,0
O=C(O)c1ccccc1/C=N/NC(=O)C1CCCC1,?,.
COCCCNc1nc2c(-c3ccc(C)cc3)nnn2c2ccccc12,6%,8

# Seven compounds from above, sorted by length of the SMILES, ascending.
SMILES,Lipid storage S3,Lipid storage S3 cell count max
OCc1c[nH]c2ccccc12,?,.
COc1ccc(OCCCSc2ncccn2)cc1,i,26
Clc1ccccc1-c1ncc(-c2ccccc2)o1,?,.
CCC(C)(c1ccc(C=O)s1)c1ccc(C=O)s1,?,.
C=CCNC(=O)NC(=O)COC(=O)c1nc2nccc(C)n2n1,?,.
COc1ccc(Cl)cc1NC(=O)c1cc(S(=O)(=O)N2CCCC2)cn1C,?,.
COc1ccc(-c2cc(C(=O)NNC(=O)c3csc(N4CCOCC4)n3)c3ccccc3n2)cc1,i,.

# Later entries.
SMILES,Lipid storage S3,Lipid storage S3 cell count max
COc1ccc(Cn2c(=S)[nH]c3cc(C(=O)NCc4cccnc4)ccc3c2=O)cc1,i,.
COc1ccc2nc(NC(=O)CSCc3c(C)noc3C)sc2c1,?,.
COc1cc(S(=O)(=O)Nc2ccccc2)ccc1N=Cc1c(C)[nH]n(-c2ccc(C)cc2)c1=O,i,-26
Cc1ccc(NC(=O)CN(C)C(=O)c2ccc(Cl)nc2)cc1,?,.
CC1=C(C(=O)OC(C)C)C(c2cccs2)NC(=S)N1 (stereo not given),-13%,6
CNC(=S)N/N=C/c1c(C)c(C(=O)c2ccc(F)cc2)n2ccccc12,?,.
CC(C)Cn1c(N)c(C(=O)COC(=O)c2cc(C3CC3)nc3ccccc23)c(=O)n(C)c1=O,?,.
CCOc1cccc(-c2nnc(SCC(=O)NC3CC3)n2C)c1,17%,3
Cc1ccc(SCCNS(=O)(=O)c2ccc3c(c2)OCCO3)cc1,2%,3
CS(=O)(=O)Nc1nnc(C2CCCC2)s1,?,.
O=C(CSc1nc2ccccc2c(=O)[nH]1)N1CCN(c2ccccc2F)CC1,?,.
COC(=O)c1ccc2c(c1O)C(=O)c1ccccc1C2=O,i,24
COc1ccc(CCNC(=O)c2nnn(CC(=O)Nc3ccc(C)cc3C)c2N)cc1OC,i,4
CCOc1cc(CNc2ccc3[nH]c(=O)[nH]c3c2)ccc1OCC(=O)NC(C)(C)C,i,.
C=COCCn1c(=N)n(CCC)c2ccccc21,?,.
Cc1cccc(N=C2NC(=O)S/C2=C\c2ccco2)c1,?,.
CN(Cc1ccccc1)C(=O)COC(=O)C1=NNC(=O)CC1,?,.
c1ccc(-n2nnnc2-c2cnc(-c3cccnc3)nc2-c2cccs2)cc1,9%,-12
COc1ccc(N2C(=O)NC3CC2(C)Oc2ccccc23)cc1OC (stereo not given),?,.
Cc1ccc(NS(=O)(=O)c2ccccc2F)cc1S(=O)(=O)N1CCCCC1,8%,5
O=C(CNC(=O)N1CC(=O)Nc2ccccc21)Nc1ccc(Cl)cc1,-85%,3
CN(C(=O)CSc1nc(O)cc(=O)n1-c1ccccc1F)c1ccccc1,-11%,3
CCOc1cccc(C2C(C(=O)c3ccco3)=C(O)C(=O)N2Cc2ccncc2)c1 (stereo not given),i,.
O=C(CNC(=O)c1ccccc1Br)N/N=C/c1ccccc1O,i,.
CCOc1ccc(-n2nc3ccc(NC(=O)CC)cc3n2)cc1,?,.
Nc1nc(F)cc(N2CCCCCC2)n1,3%,7
CCN(CC)P(=O)(C(NC(=O)OC)C(F)(F)C(F)(F)C(F)(F)C(F)F)N(CC)CC (stereo not given),?,.
Cc1ccccc1-c1cc(C(=O)Nc2nc3c(s2)CCCC3)c2ccccc2n1,16%,-23
Cc1cccc(NC(=O)c2ccc3c(c2)CCN3S(C)(=O)=O)c1C,?,.
O=C(NCC1COc2ccccc2O1)c1ccc(NC(=O)C(c2ccccc2)c2ccccc2)cc1 (stereo not given),?,.

# Record cards, from the list above:
# Results for `O=C(CNC(=O)c1ccccc1Br)N/N=C/c1ccccc1O` : Lipid storage S3: i; Lipid storage S3 cell count max: .
# Results for `CCN(CC)P(=O)(C(NC(=O)OC)C(F)(F)C(F)(F)C(F)(F)C(F)F)N(CC)CC` (stereo not given) : Lipid storage S3: ?; Lipid storage S3 cell count max: .

# Other compounds follow:
SMILES,Lipid storage S3,Lipid storage S3 cell count max
CC12CCC(C/C1=N\OC(=O)c1ccc(F)cc1)C2(C)C (stereo not given),-5%,-22
CCN(CC)CCOC(=O)c1ccc2c(c1)OCCO2,?,.
O=C1[C@@H]2Cc3c([nH]c4ccccc34)C(c3ccccc3)N2C(=O)CN1C1CCN(Cc2ccccc2)CC1 (stereo not given in full),?,.
CCC(=O)Nc1ccccc1C(=O)N1CCOCC1,?,.
O=C(O)CC12CC3CC(C1)CC(n1ncc(NCc4ccc(F)cc4Cl)c(Cl)c1=O)(C3)C2,?,.
O=C(NCC(=O)N(c1ccccc1)C(C(=O)NC1CCCC1)c1cccnc1)c1ccco1 (stereo not given),1%,-13
CC1CCCC(C)N1CC(O)COCc1ccccc1 (stereo not given),?,.
COC(=O)C1=C(C)N(c2ccc(C)c(C)c2)/C(=C/c2ccco2)C1=O,-2%,-5
Cc1ccc(/C=C(\NC(=O)c2ccc(C)cc2)C(=O)NCCCn2ccnc2)cc1,15%,9
CCC(C)(C)NC(=O)CN(C(=O)CCC(=O)Nc1ccccn1)c1ccc2c(c1)OCO2,?,.
CN(CCOc1ccccc1)C(=O)c1ccc(Cl)c(S(=O)(=O)N2CCCCC2)c1,?,.
Cc1ccc(CNC(=O)CN(C)C2=NS(=O)(=O)c3ccccc32)cc1,?,.
O=C(CCc1nc(-c2ccccc2)no1)Nc1cc(C(F)(F)F)ccc1Cl,?,.
COc1ccc(C(=O)NCCNC(=O)c2ccccn2)cc1,?,.
COC(=O)c1[nH]c(=O)c2ccccc2c1O,0%,-18
